L3MBTL1 inh = blocks human L3MBTL1; Q9Y468; AlphaScreen L3MBTL1–H3K9me1 peptide binding; Potency, µM (series often up to 57.1 µM), without a hit: at the highest dose activity, negative = inhibition, hits mostly inhibitors; hit rate 0.66% among 230,000; AID 485360; active means well fitted inhibition curve with a large enough effect; inconclusive means small, poorly fitted or top-dose-only effect; inactive means no such curve, though single readings can be large or run the other way; further: nearly all actives have a fitted effect of over 60% in size
Target sequence (Q9Y468 whole entry, looked up): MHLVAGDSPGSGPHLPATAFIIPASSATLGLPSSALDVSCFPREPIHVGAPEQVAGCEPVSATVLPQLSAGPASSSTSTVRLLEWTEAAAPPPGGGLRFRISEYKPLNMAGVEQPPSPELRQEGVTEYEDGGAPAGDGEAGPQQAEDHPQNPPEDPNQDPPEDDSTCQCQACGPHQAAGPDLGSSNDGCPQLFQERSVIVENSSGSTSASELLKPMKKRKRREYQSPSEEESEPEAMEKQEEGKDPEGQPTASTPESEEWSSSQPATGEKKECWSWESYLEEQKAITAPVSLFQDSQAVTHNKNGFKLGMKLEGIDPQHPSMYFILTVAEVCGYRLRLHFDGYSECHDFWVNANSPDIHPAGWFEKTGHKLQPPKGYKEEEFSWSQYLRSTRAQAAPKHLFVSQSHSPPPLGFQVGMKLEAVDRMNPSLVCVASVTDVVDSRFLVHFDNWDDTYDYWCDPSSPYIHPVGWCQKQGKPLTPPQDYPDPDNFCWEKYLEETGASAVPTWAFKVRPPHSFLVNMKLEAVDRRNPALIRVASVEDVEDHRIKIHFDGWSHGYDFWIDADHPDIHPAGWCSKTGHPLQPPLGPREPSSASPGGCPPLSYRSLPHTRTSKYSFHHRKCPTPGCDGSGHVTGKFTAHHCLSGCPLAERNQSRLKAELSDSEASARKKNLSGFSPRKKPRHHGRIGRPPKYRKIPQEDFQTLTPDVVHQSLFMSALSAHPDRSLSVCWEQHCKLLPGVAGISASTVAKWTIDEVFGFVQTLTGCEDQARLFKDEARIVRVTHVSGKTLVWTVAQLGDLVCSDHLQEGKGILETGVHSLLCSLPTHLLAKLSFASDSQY
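Read-out is AlphaScreen signal from streptavidin donor and nickel chelate acceptor beads (10 ug/mL final each) bridging L3MBTL1 (50 nM) and biotinylated K9-monomethylated H3(1-15) peptide (75 nM), after 30 min compound exposure at room temperature.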
Starred values were filed as active, the others as inactive; ? = inconclusive; [ ] = another dose, or the depositor's remark. On the % scale 0 is the no-effect control and ±100 the full control effect; potency means the concentration at half of the fitted maximal effect. Not all compounds are listed. The share of hits here may be higher or lower than overall.

# | SMILES | L3MBTL1 inh
1 | CCN1CCN(c2ccc(S(=O)(=O)N3CCCCC3)cc2NC(=O)COc2cc(C)ccc2Cl)CC1 | -18%
2 | CC(=O)Nc1ccc(NC(=O)C(C)OC(=O)c2ccc(S(=O)(=O)N3CCCCC3)cc2)cc1 (stereo unspecified) | 1%
3 | Cc1cccc(NC(=O)c2cccc(S(=O)(=O)N3CCc4ccccc4C3)c2)n1 | -6%
4 | C[C@H](CO)N1C[C@H](C)[C@@H](CN(C)S(=O)(=O)c2cccs2)Oc2ccc(NC(=O)Nc3ccccc3)cc2C1=O | 0%
5 | COc1cc(OC)cc(-c2c(-c3cccs3)c3cc(-c4ccc5cc[nH]c5c4)ccc3n2C)c1 | -11%
6 | COc1cccc(NC(=O)CN(C)C(=O)c2cccc(S(=O)(=O)N3CC4(C)CC3CC(C)(C)C4)c2)c1 (stereo unspecified) | -2%
7 | CCN(CC(=O)Nc1ccccc1C(F)(F)F)C(=O)C1CCN(C(=O)Nc2ccccc2)CC1 | -3%
8 | CN(CC(=O)Nc1ccccc1Br)C(=O)c1sccc1-c1ccccc1 | 9%
9 | O=C(NCc1ccc(OC(F)(F)F)cc1)c1cccc2c1C(=O)c1ccc(N3CCCC3)cc1S2(=O)=O | 17%
10 | CCC(C)c1ccccc1N1CC(C(=O)NCCc2ccc(OC)c(OC)c2)CC1=O (stereo unspecified) | 4%
11 | O=C(CN1C(=O)C2CCCCC2C1=O)Nc1nc2ccc(F)cc2s1 (stereo unspecified) | -2%
12 | Fc1cccc(CCN2CCNC[C@@H]2CC2CCCCC2)c1 | -8%
13 | COc1ccc(CCC(=O)Nc2ccc(S(=O)(=O)N3CCCC3)cc2)cc1OC | 5%
14 | COc1ccc(C2(c3ccc(OC)cc3)NC(=O)N(CC(=O)NC3CCCC3)C2=O)cc1 | 7%
15 | COc1ccc(-c2oc(=O)c3cc(OC)c(OC)cc3c2C#CC2(O)CCCCC2)cc1 | 5%
16 | COc1ccc(CCNC(=O)c2ccc(Cl)c(S(=O)(=O)N3CCCCCC3)c2)cc1 | 5%
17 | Cc1ccc2c(CC(=O)N(C)c3c(N)n(Cc4ccccc4)c(=O)[nH]c3=O)coc2c1 | -3%
18 | Nc1nccnc1C(=O)OCC(=O)N1CCN(S(=O)(=O)c2ccc(Cl)cc2)CC1 | -26%
19 | COC(=O)[C@]1(Cc2ccccc2)N[C@H](CN(C)C(=O)c2ccc(F)cc2)[C@@H]2C(=O)N(Cc3ccccc3)C(=O)[C@@H]21 | 4%
20 | CCC1(c2ccc(Cl)cc2)NC(=O)N(CC(=O)N2CCN(C(=O)c3ccco3)CC2)C1=O (stereo unspecified) | 28%
21 | CC(=O)NC12CC3CC(C1)CC(C(=O)N(C)CC(=O)Nc1cccc(F)c1)(C3)C2 | -3%
22 | CC1CCCCC1NC(=O)COc1ncnc2sccc12 (stereo unspecified) | 4%
23 | COc1ccc(C2(c3ccc(OC)cc3)NC(=O)N(CC(=O)Nc3cc(C)on3)C2=O)cc1 | -9%
24 | O=C(Nc1ccc(S(=O)(=O)N2CCCC2)cc1)C1CC(=O)N(CCc2ccc(F)cc2)C1 (stereo unspecified) | -2%

Part of the list above in order of formula weight, smallest number first:
# | SMILES | L3MBTL1 inh
21 | CC(=O)NC12CC3CC(C1)CC(C(=O)N(C)CC(=O)Nc1cccc(F)c1)(C3)C2 | -3%
17 | Cc1ccc2c(CC(=O)N(C)c3c(N)n(Cc4ccccc4)c(=O)[nH]c3=O)coc2c1 | -3%
23 | COc1ccc(C2(c3ccc(OC)cc3)NC(=O)N(CC(=O)Nc3cc(C)on3)C2=O)cc1 | -9%

New compounds follow.
# | SMILES | L3MBTL1 inh
25 | CCCn1c(N)c(N(CCOC)C(=O)c2ccc(N(C)S(=O)(=O)c3ccc(C)cc3)cc2)c(=O)[nH]c1=O | -10%
26 | O=c1[nH]c(/C=C/c2ccccc2Cl)c([N+](=O)[O-])c(=O)[nH]1 | 3%
27 | Cc1ccc(NC(=O)CSc2nc(=O)n(CCN(C)C)c3c2CCCC3)c(C)c1 | 8%
28 | CCOc1ccccc1NC(=O)CSc1nc2[nH]ncc2c(=O)[nH]1 | 8%
29 | O=C(COC(=O)Cc1ccsc1)Nc1ccc(F)cc1Cl | 8%
30 | Cc1cc(OC(=O)c2cccc(Br)c2)c([N+](=O)[O-])c(=O)[nH]1 | 2%
31 | COc1ccc(C(C(=O)NC(C)(C)C)N(C[C@H]2CC[C@@H]([C@@H]3CC[C@H](CO)O3)O2)C(=O)c2ccccc2)cc1 (stereo partly specified) | 6%
32 | O=C(CN1C(=O)C(=O)N(C2CCCC2)C1=O)Nc1ccccc1OC(F)F | -2%
33 | COc1cc(/C=C/C(O)=C/C(=O)/C=C/c2ccc(O)cc2)ccc1O | 0%
34 | Cn1c(-c2ccsc2)c(-c2cccs2)c2cc(-c3cccc4[nH]ccc34)ccc21 | -13%
35 | Cc1ccc(NS(=O)(=O)c2cccc(C(=O)NCC(c3ccco3)N3CCCC3)c2)cc1 (stereo unspecified) | -7%
36 | O=C(/C=C/c1ccc([N+](=O)[O-])cc1)OCC(=O)N1CCCC1 | 8%
37 | Cc1ccc(NC(=O)COC(=O)c2ccc(C)c(S(=O)(=O)N3CCOCC3)c2)cc1 | -9%
38 | CN(CC(=O)Nc1ccc(Cl)cc1)C(=O)CNC(=O)c1ccc2c(c1)OCO2 | 7%
39 | CCN(CC)CCC(=O)N1c2ccccc2CCc2ccc(NC(=O)OC)cc21 | 4%
40 | COc1ccc(C2CC(c3ccccc3Br)=NN2c2ccc(S(N)(=O)=O)cc2)cc1 (stereo unspecified) | 26%

The last 3 entries of the part before lead into the next.
# | SMILES | L3MBTL1 inh
38 | CN(CC(=O)Nc1ccc(Cl)cc1)C(=O)CNC(=O)c1ccc2c(c1)OCO2 | 7%
39 | CCN(CC)CCC(=O)N1c2ccccc2CCc2ccc(NC(=O)OC)cc21 | 4%
40 | COc1ccc(C2CC(c3ccccc3Br)=NN2c2ccc(S(N)(=O)=O)cc2)cc1 (stereo unspecified) | 26%
41 | COc1ccc(C2(c3ccc(OC)cc3)NC(=O)N(CC(=O)N3CCOCC3)C2=O)cc1 | -2%
42 | COc1ccc(-c2ccc3c(c2)S(=O)(=O)c2cccc(C(=O)NCc4cc(C)oc4C(F)(F)F)c2C3=O)cc1OC | -6%
43 | COc1ccc(NS(=O)(=O)c2ccc(C)c(C(=O)NNC(=O)c3csc(N4CCOCC4)n3)c2)cc1 | 4%
44 | CN(CC(=O)Nc1cccc(F)c1)C(=O)c1cc([N+](=O)[O-])ccc1N1CCCCC1 | 18%
45 | COc1ccc2nc(SC(C)C(=O)NC3CCCC3)[nH]c2c1 (stereo unspecified) | -6%
46 | COc1ccc2c(c1)[C@H]1[C@H](CO2)[C@H](c2ccccc2)[C@]2(C)C(=O)Nc3ccccc3C(=O)N12 | -15%
47 | O=C(CNC(=O)c1ccc(Br)o1)Nc1ccc(N2CCCCCC2)cc1 | ?
48 | O=C(CN1C(=O)NC2(CCCCC2)C1=O)N1CCN(c2ncccn2)CC1 | -4%
49 | O=C(COC(=O)c1ccc(Br)cc1)NC(=O)NCc1ccccc1 | -3%
50 | O=C1c2ccccc2C(=O)N1CCCc1cn(C[C@H]2CC[C@H](Cn3cc(CCCN4C(=O)c5ccccc5C4=O)nn3)O2)nn1 | 20%
51 | Cc1ccc(NC(=O)NC2CC(=O)N(c3ccc4c(c3)OCCO4)C2)cc1C (stereo unspecified) | 5%
52 | CCOC(=O)N1CCN(C(=O)CNC(=O)c2ccccc2F)CC1 | 1%
53 | CSc1nc(N)nc2c1ncn2CC(=O)NCC(c1ccccc1)c1ccccc1 | 6%
54 | CN(C(=O)COC(=O)c1ccccc1Nc1ccccc1)c1c(N)n(Cc2ccccc2)c(=O)[nH]c1=O | 1%
55 | CCN(CC)c1ccc(S(=O)(=O)N2CCOCC2)cc1NC(=O)CSc1ccccc1 | -9%
56 | CCOc1cc(C(=O)Nc2ccc(S(=O)(=O)N3CCCCC3)cc2)ccc1OCC(=O)N1CCOCC1 | -13%
57 | O=C1NC(Cc2ccccc2)c2nc3cc(F)ccc3c(=O)n2-c2cc(Cl)ccc21 (stereo unspecified) | -1%
58 | O=C(c1ccncc1)N1CCN(S(=O)(=O)c2cccc(Cl)c2)CC1 | 0%
59 | Cc1sc2nc(CSCC(=O)N(C)CC(=O)Nc3ccc(F)cc3)[nH]c(=O)c2c1C | 0%
60 | O=C(OCc1nnc(-c2ccccc2)o1)c1cc(S(=O)(=O)N2CCOCC2)ccc1F | 2%
61 | N#Cc1cccc(S(=O)(=O)NCC(=O)NCc2ccc3c(c2)OCO3)c1 | -1%
62 | Cc1ccc(C(=O)NCCCN2CCOCC2)cc1S(=O)(=O)N1CCOCC1 | 11%
63 | CCCc1cc(=O)[nH]c(SCC(=O)Nc2sccc2C#N)n1 | -21%
64 | Cc1ccc(C(=O)NCC(=O)NCc2ccccc2F)s1 | 2%
65 | CC(=O)N1CCN(C(=O)COC(=O)COc2c(C)cc(C)cc2C)CC1 | 0%
66 | CCC(C)Sc1cc(-c2nc3ccc(Cl)cn3c2NC2CCCCC2)ccc1OC (stereo unspecified) | -4%
67 | CC(C)C[C@H](NC(=O)c1nc[nH]c1C(=O)N[C@@H](CCCCN)C(=O)OC(C)(C)C)C(=O)OC(C)(C)C | -2%
68 | Cc1n[nH]c(=O)c2c(NC(=O)CSc3ncccn3)oc(C)c12 | 21%
69 | Cc1ccc(S(=O)(=O)N2CCCCC2)cc1NC(=O)c1c(-c2ccccc2)noc1C | 2%
70 | CCN1C(=O)[C@H]2[C@@H](c3ccc(-c4ccc(F)cc4)cc3)N[C@@](Cc3ccccc3)(C(=O)OC)[C@H]2C1=O | -8%
71 | COc1ccc(Nc2cccc3ccccc23)cc1 | -12%
72 | O=C(CC1SC(N2CCOCC2)=NC1=O)Nc1cccc(C(F)(F)F)c1 (stereo unspecified) | -3%
73 | COc1cc(SC)ccc1C(=O)NCCc1c[nH]c2ccccc12 | 1%
74 | CC1CCN(C(=O)c2[nH]cnc2C(=O)NCc2ccccc2)CC1 | 2%
75 | CCCCCCSc1ccc(-c2nc3cnccn3c2NCCCC)cc1 | 18%
76 | Cc1cc(C)cc(OCC(=O)OCC(=O)NC2CC2)c1 | 4%
77 | COc1ccc(NC(=O)Nc2cccc3c2O[C@H](CN(C)C(=O)Nc2ccccc2)[C@@H](C)CN([C@H](C)CO)C3=O)cc1 | -5%
78 | CC(=O)Nc1ccc(S(=O)(=O)N(C)CC(=O)NNC(=O)Cc2nc3ccccc3n2C)cc1 | -6%
79 | COC(=O)c1ccc(C)c(NC(=O)CSc2nnc3ccccn23)c1 | 5%
80 | COc1ccc(NC(=O)CSc2n[nH]c(=O)n2C2CC2)cc1Cl | 4%

Gathered by group: those above with a nitro group on carbon
# | SMILES | L3MBTL1 inh
26 | O=c1[nH]c(/C=C/c2ccccc2Cl)c([N+](=O)[O-])c(=O)[nH]1 | 3%
30 | Cc1cc(OC(=O)c2cccc(Br)c2)c([N+](=O)[O-])c(=O)[nH]1 | 2%
36 | O=C(/C=C/c1ccc([N+](=O)[O-])cc1)OCC(=O)N1CCCC1 | 8%
44 | CN(CC(=O)Nc1cccc(F)c1)C(=O)c1cc([N+](=O)[O-])ccc1N1CCCCC1 | 18%

Additional entries
# | SMILES | L3MBTL1 inh
81 | Cc1cccc(NC(=O)c2ccc(NC(=O)CC3SC(N4CCCC4)=NC3=O)cc2)n1 (stereo unspecified) | -12%
82 | Cc1c(NC(=O)c2cc(S(=O)(=O)N3CCCCC3)ccc2Cl)c(=O)n(-c2ccccc2)n1C | 3%
83 | N#Cc1ccccc1NC(=O)COC(=O)C1CCN(C(=O)c2ccc(Cl)cc2)CC1 | 10%
84 | C[C@H](CO)N1C[C@H](C)[C@@H](CN(C)S(=O)(=O)c2cccs2)Oc2c(NC(=O)c3ccncc3)cccc2C1=O | -2%
85 | CC1CCCCC12NC(=O)N(CC(=O)Nc1sccc1C(N)=O)C2=O (stereo unspecified) | -4%
86 | CN(Cc1ccccc1Cl)C(=O)CCNC(=O)c1ccco1 | -9%
87 | COc1cccc(NC(=O)CN(C)C(=O)/C=C/c2cn(-c3ccccc3)nc2-c2ccc(C)cc2)c1 | -7%
88 | CN(C(=O)CSc1nnc(-c2cccs2)n1C1CC1)C1CCS(=O)(=O)C1 (stereo unspecified) | -4%
89 | COc1ccc(C(=O)OCC(=O)Nc2c(C)n(C)n(-c3ccccc3)c2=O)cc1OC | 46%[activator]
90 | O=C(COC(=O)c1ccc(S(=O)(=O)C(F)F)cc1)Nc1cccnc1Cl | -6%
91 | O=C(CSc1ncnc2ccccc12)NC1CCS(=O)(=O)C1 (stereo unspecified) | -2%
92 | COc1cc(C)ccc1OCC(=O)NCC1CCCO1 (stereo unspecified) | 2%
93 | COc1ccc(-c2nc(SC(C)C(=O)NC3CC3)n[nH]2)cc1 (stereo unspecified) | 7%
94 | CCN(CC)CCCn1c2c(c(SCC(=O)Nc3nccs3)nc1=O)CCC2 | -4%
95 | O=C(c1cc(-c2ccco2)nc2ccccc12)N1CCN(Cc2ccccc2)CC1 | -7%
96 | O=C(OCC(=O)N1CCCC1)c1ccccc1C(=O)c1ccccc1 | -6%
97 | CCOC(=O)C1=C(C)NC(C)=C(C(=O)OCC)C1C(=O)OCC(=O)NC1(C#N)CCCCC1 | 8%
98 | O=C(C[C@H]1C/C=C\C[C@H](Cc2ccc(F)cc2)C(=O)OC[C@@H]2CCCN2C1=O)N[C@H](CO)Cc1ccccc1 | 8%
99 | O=C(CCN1C(=O)c2ccccc2S1(=O)=O)N1CCN(c2ccccc2F)CC1 | 5%
100 | CC(C)Cn1nc(C(=O)NCc2ccccc2CN2CCCC2)c2ccccc2c1=O | -1%
101 | Nn1c(SCC(=O)NC2CCCCC2)nnc1-c1ccco1 | 6%
102 | NC(=O)CCCn1c(C(=O)c2ccc(Cl)cc2)c2ccc([N+](=O)[O-])cc2[n+]1[O-] | -14%
103 | O=C(CCNC(=O)c1ccccc1)NCc1ccccc1F | 3%
104 | Cc1ccc(S(=O)(=O)N2CCN(C(=O)Cn3c(=O)cnc4ccccc43)CC2)c(C)c1 | -4%

Source: PubChem BioAssay (National Center for Advancing Translational Sciences (NCATS))
